AT treatment = potential ataxia-telangiectasia treatment | AID 485349 | Potency, µM (top dose mostly 57.5 µM), without a hit: top-dose activation, hits mostly activators | […] A-T fibroblasts, KAP-1 phosphorylation AlphaLISA; neocarzinostatin DNA damage 30 min before lysis | 320,000 compounds, 0.19% hits; also: potency is read from the fitted curve at half-maximal effect; % of control where 0% means no effect; nearly all actives have a fitted effect of over 45% in size
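ATM-like activity read as KAP-1 phosphorylation via AlphaLISA donor/acceptor antibody pairs after lysis and 6 hr at 25C. Cells were ATM-null patient fibroblasts ([…], hTERT), dosed 60 min, then exposed to the DSB inducer NCS for 30 min.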
TCR activator = activates T cell receptor signaling; primary human leukocytes, anti-CD3, IL-2 HTRF, 48 h; Potency, µM (series often up to 9.22 µM), without a hit: at the top dose activation of IL-2 secretion, most hits filed as activators; 330,000 tested, under 10 active; also: % of control where 0% means no effect
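HTRF read-out of IL-2 secretion: europium cryptate donor excited at 320nm, d2 acceptor emission at 665nm. Cells were primary human leukocytes incubated 48 hr with compounds and a-CD3 beads, supplying TCR signal only.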
Tb PFK inh = blocks T. brucei phosphofructokinase; O15648; T. brucei PFK, ADP-Glo luminescence; Potency, µM (highest dose often 57.5 µM), for the others: top-dose activity, negative = inhibition, most hits filed as inhibitors; 330,000 compounds, 0.17% hits; AID 485367;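 also: potency is read from the fitted curve at half-maximal effect; 0% = uninhibited 1x PFK enzyme wells and -100% = no-enzyme wells; nearly all actives have a fitted effect of over 60% in size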
Target sequence (O15648 whole entry, looked up): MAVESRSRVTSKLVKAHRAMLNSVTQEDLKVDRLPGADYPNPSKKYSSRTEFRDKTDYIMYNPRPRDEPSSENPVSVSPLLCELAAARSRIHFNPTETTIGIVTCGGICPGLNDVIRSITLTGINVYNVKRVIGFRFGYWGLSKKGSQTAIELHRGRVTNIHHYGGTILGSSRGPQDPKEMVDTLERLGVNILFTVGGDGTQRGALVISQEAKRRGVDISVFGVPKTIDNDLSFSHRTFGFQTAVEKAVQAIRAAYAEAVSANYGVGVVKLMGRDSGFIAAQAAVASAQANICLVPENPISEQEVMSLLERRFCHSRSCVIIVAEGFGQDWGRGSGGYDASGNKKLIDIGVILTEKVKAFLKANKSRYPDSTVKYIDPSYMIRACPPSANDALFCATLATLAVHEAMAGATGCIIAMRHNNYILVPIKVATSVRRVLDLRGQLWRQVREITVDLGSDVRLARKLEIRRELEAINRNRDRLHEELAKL
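Compounds were pin-transferred as a titration series up to 57 uM into substrate buffer (0.5 mM F6P, 0.1 mM ATP, pH 8.0), then 1.25 nM PFK was added and reactions ran 45 min before ADP-Glo detection.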
BCR signal inh = inhibitors of chronic active B-cell receptor signaling | ABC-DLBCL IkBa-CBG/CBR reporter, luminescence ratio, 4 h | Potency, µM (highest dose often 46.1 µM), for inactives: top-dose ratio change, negative = lower green/red ratio, hits mostly inhibitors | 340,000 compounds, 0.05% hits | AID 493014; active = well fitted inhibition curve with a large enough effect in the signal ratio, with a control signal flat, not every such curve was filed as active; inconclusive = small, poorly fitted or top-dose-only effect, or effect the other way, or a change in a side signal; the % refers to the signal ratio;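 also: potency is read from the fitted curve at half-maximal effect; plate controls were basal doxycycline-induced cells for no effect and cells given 10 µM MG132 for full effect; MG132 reads +100%, hits lower the ratio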
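TMD8 ABC-DLBCL cells carrying doxycycline-inducible green luciferase fused to IkappaBalpha plus unfused red luciferase were exposed to compounds (up to 46 uM) for 4 hrs at 37C. Activity came from the overlap-corrected green/red luminescence ratio.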
ELG1 DNA repair = ELG1-dependent DNA repair inhibition | Potency, µM (series often up to 46.1 µM), without a hit: top-dose activity change, negative = inhibition, hits mostly inhibitors | 330,000 compounds, 2.3% hits | HEK293T ELG1-luciferase reporter, luminescence, 16 h; DNA damage induced by 5-fluorouridine; also: potency is read from the fitted curve at half-maximal effect; % is scaled to controls: 0 for no effect and ±100 for the full control effect; nearly all actives have a fitted effect of over 55% in size
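Cells (2,000 per well) received 5-fluorouridine plus test compound or DMSO and were incubated 16 hr at 37 °C, 5% CO2. Luciferase activity was read by luminescence 30 min after ONE-Glo addition; signal suppression marked inhibition of damage-induced ELG1 function.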
TSG101-PTAP inh = blocks PTAP/TSG101 interaction to inhibit HIV-1 budding. Q99816. Fluorescence polarization, FITC-PTAP peptide / Tsg101 binding. Potency, µM (highest dose often 115 µM), inactives show at the highest dose activity change, negative = inhibition, usual class: inhibitors. 340,000 tested, under 10 active; active = well fitted inhibition curve with a large enough effect in the main read-out, with a control signal flat, not every such curve was filed as active; inconclusive = small, poorly fitted or top-dose-only effect, or effect the other way, or a change in a side signal; inactive = no such curve, though single readings can be large or run the other way; also: potency is read from the fitted curve at half-maximal effect; % of control where 0% means no effect
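Fluorescence anisotropy tracks displacement of a FITC-tagged PTAP peptide (50 nM) from the Tsg101 binding domain (10 uM), following a 20 min room-temperature incubation at pH 7.5.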
S-ASM inh = blocks human secretory acid sphingomyelinase; P17405; placental ASM, HMU-PC fluorogenic substrate, 60 min; Potency, µM (doses to about 57.5 µM), inactives show at the highest dose activity change, negative = inhibition, actives largely listed as inhibitors; 340,000 compounds, 0.006% hits; also: potency is read from the fitted curve at half-maximal effect
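Steps: dispense placental human ASM, pin compound, wait 10 min at room temperature, add HMU-PC0 substrate at 9 uM final, incubate 60 min at 37 °C, add stop solution raising pH to 10, read fluorescence.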
TSHR antag = blocks TSH signaling through the human TSH receptor; P16473; TSHR-expressing cells, TSH-stimulated cAMP HTRF, 2 h; hits give low values; activity change, negative = inhibition, % at 11.5 µM; 330,000 compounds, 0.2% hits;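 active = activity change below a set negative limit, meaning inhibition stronger than a set level, cut at about -70% in these data; inconclusive = activity change between two set negative limits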; also: % is scaled to controls: 0 for no effect and ±100 for the full control effect
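Inhibition of cAMP made by TSHR-expressing cells under TSH stimulation (4nM final, EC80; 2 h, 37 deg C) is quantified with a one-step lysis HTRF kit, anti-cAMP cryptate versus cAMP-d2.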
Mito fusion yeast = blocks mitochondrial division or promotes mitochondrial fusion; Potency, µM (highest dose often 46.1 µM), without a hit: at the highest dose growth rescue (activation), hits mostly activators; 320,000 compounds, 0.23% hits; S. cerevisiae fusion-defective mutant growth rescue, CellTiterGlo 48 h;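 also: potency is read from the fitted curve at half-maximal effect; % of control where 0% means no effect; nearly all actives have a fitted effect of over 45% in size; temperature-sensitive fusion mutants such as fzo1-1 at 37 °C on non-fermentable ethanol glycerol medium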
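Growth-rescue viability read-out: after 48 h at the non-permissive 37C in glycerol/ethanol YPEG, yeast mitochondrial fusion mutants are measured by CellTiterGlo luminescence; compounds (23 nl pinned per well) restoring growth score as division inhibitors or fusion activators.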
Eya2 phos inh = blocks the phosphatase activity of human Eya2; 330,000 compounds, 0.006% hits; O00167; Potency, µM (series often up to 76.9 µM), for inactives: at the top dose activity, negative = inhibition, most hits filed as inhibitors; AID 488837; recombinant Eya2, OMFP fluorescence dephosphorylation (OMFP is methylfluorescein phosphate); also: potency is read from the fitted curve at half-maximal effect; % is scaled to controls: 0 for no effect and ±100 for the full control effect
Target sequence (O00167 whole entry, looked up): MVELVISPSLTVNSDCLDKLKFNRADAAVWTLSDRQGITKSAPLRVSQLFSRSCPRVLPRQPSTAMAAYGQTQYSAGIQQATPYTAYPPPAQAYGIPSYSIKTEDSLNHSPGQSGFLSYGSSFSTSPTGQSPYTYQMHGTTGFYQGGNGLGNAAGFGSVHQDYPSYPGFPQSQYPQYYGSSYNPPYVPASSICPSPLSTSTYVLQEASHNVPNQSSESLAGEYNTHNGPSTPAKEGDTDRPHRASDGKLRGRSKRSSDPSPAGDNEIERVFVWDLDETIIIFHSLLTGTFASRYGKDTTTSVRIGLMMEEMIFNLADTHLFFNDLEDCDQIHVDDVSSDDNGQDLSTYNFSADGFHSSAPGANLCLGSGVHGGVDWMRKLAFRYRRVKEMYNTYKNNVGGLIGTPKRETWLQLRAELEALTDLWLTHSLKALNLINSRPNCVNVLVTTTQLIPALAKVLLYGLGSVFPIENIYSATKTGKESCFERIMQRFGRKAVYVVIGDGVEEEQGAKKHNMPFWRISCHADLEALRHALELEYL
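Eya2 protein (added as 0.2 uM solution) was preincubated with compound for 10 min at ambient temperature in 50 mM HEPES pH 7.5, 50 mM NaCl, 5 uM MgCl2, 0.05% BSA, 1 mM DTT. OMFP (added at 50 uM) then reacted 10 min; fluorescence read at 485/525 nm.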
a7 integrin act = activates integrin-mediated alleviation for muscular dystrophy; alpha7betagal myoblasts, beta-gal FDG fluorescence, 48 h; Potency, µM (doses to about 38.3 µM), for the others: at the top dose activation, hits mostly activators; 350,000 compounds, 0.064% hits; AID 624291;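 also: potency is read from the fitted curve at half-maximal effect; 100% = response of the positive control SU9516; nearly all actives have a fitted effect of over 60% in size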
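Alpha7betagal+/- myoblasts (passage 13) were plated 16-24 hr, then exposed to compounds (1:260 dilution of DMSO stock) for 48 hours at 37C. After MPER lysis, β-galactosidase reporter activity was read as FDG fluorescence (ex 480/em 540) after 30 minutes.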
An asterisk follows results filed as active; ? = inconclusive; . = not tested or not shown; [ ] = dose if it differs, or a comment. Unless noted, calls follow the shape of the dose curve; as a rule, active = well fitted curve in the direction sought with a large enough effect; inconclusive = small, poorly fitted or top-dose-only effect, or another doubt; inactive = no such curve, though single readings can be large; an effect the other way counts as inactive or inconclusive.

Screens in order – AT treatment	TCR activator	Tb PFK inh	BCR signal inh	ELG1 DNA repair	TSG101-PTAP inh	S-ASM inh	TSHR antag	Mito fusion yeast	Eya2 phos inh	a7 integrin act
- O=C(C1CCCC1)N1CCC(CC2CC(c3cccc(Br)c3)=NO2)(C(=O)NCC2CCCCC2)CC1 (configuration not stated)
→ 12%	-6%	-1%	-11%	4.1µM*	-4%	-1%	10	2%	-2%	19%
- COc1cc(CC(=O)OCC(=O)Nc2ccc3c(c2)OCCO3)cc(OC)c1OC
→ 0%	-9%[46.1 µM]	1%	-2%	-21%	-6%	3%	3	-2%	-5%	-18%
- Cc1ccc(C)c(C(=O)COC(=O)c2ccc(Br)o2)c1
→ 6%	-2%	6%	?	3%	-2%	-3%	-12	4%	0%	12%
- O=C(Oc1ccc2c(c1)OCO2)C12CC3CC(CC(C3)C1)C2
→ 31%	0%[46.1 µM]	3%	5%	18%	0%	-2%	8	9%	-3%	-23%
- CN(C)S(=O)(=O)c1ccc(C(=O)NNC(=O)c2ccccc2-n2cccc2)cc1
→ -14%	.	-5%	6%	4%	-3%	0%	-4	-4%	8%	24%
- COC(=O)C(C)Sc1nc2c(c(=O)n(C)c(=O)n2C)n1Cc1cccc(C)c1 (configuration not stated)
→ -5%	1%	-6%	6%	5%	-3%	0%	-11	16%	-3%	-4%
- CSCc1cc(N(C)C)nc(SCc2ccc(Cl)c(Cl)c2)n1
→ 11%	1%	1%	15%	-8%	-2%	-13%	-16	-12%	-21%	-24%
- Cc1cccn2c(=O)c(C=O)c(N3CC(C)OC(C)C3)nc12 (configuration not stated)
→ 9%[11.5 µM]	2%	0%	-3%	-16%	0%	2%	35	14%	-9%	-24%
- Cc1ccc(CC(C(=O)O)C(C)C(=O)Nc2ccc(F)cc2)cc1 (configuration not stated)
→ 6%	-2%	1%	0%	-4%	2%	1%	-5	1%	-9%	5%
- COc1ccc2cc(S(=O)(=O)N3CCCC3)ccc2c1
→ 13%	-1%	9%	?	14%	0%	0%	9	13%	-15%	-11%
- Cc1cc(/C=N/n2cnnc2)c(C)n1-c1cc(Cl)ccc1Cl
→ -1%	0%	1%	-18%	12%	-3%	-7%	7	-7%	-1%	-49%[inhibitor]
- CCCCN1C(=O)C(O)(CC(=O)c2ccco2)c2cc(Br)ccc21 (configuration not stated)
→ -1%	2%[46.1 µM]	-27%	?	-1%	0%	-1%	-7	3%	2%	-59%[inhibitor]
- CCOC(=O)C1CCN(S(=O)(=O)C(F)(F)c2nc3ccccc3s2)CC1
→ 1%	-6%	0%	6%	?	1%	-3%	-7	5%	18%	-32%
- COC(=O)C1CCN(C(=O)c2ccc(Cl)c(S(=O)(=O)NCc3cccnc3)c2)CC1
→ 3%	-3%	-3%	-4%	-3%	0%	4%	-3	-3%	-26%	-10%
- Cc1ccc(-c2csc(N/N=C/c3ccco3)n2)c(C)c1
→ 0%	-4%[46.1 µM]	9%	10%	?	-1%	8%	-1	-3%	1%	31%
- CC(Oc1ccc(Cl)cc1)C(=O)NNC(=S)NC(=O)c1ccco1 (configuration not stated)
→ -3%	-8%[46.1 µM]	1%	?	-3%	0%	9%	-1	-23%	7%	7%
- CCOC(=O)N1CCN(S(=O)(=O)N2CCCC(C(=O)NCCc3ccc(C)cc3)C2)CC1 (configuration not stated)
→ 1%	-3%	1%	3%	-6%	-7%	1%	-3	-1%	6%	16%
- C=C(C)CN=C1NN=C(c2cc(C)n(-c3ccc(C)cc3)c2C)CS1
→ -3%	-1%[46.1 µM]	1%	0%	-8%	-2%	-5%	7	-7%	0%	-41%
- CSc1nc(Cl)cc(Nc2ccccc2N)n1
→ 0%	-1%	2%	0%	?	-7%	0%	17	-26%	15%	-26%
- O=[N+]([O-])c1ccccc1S(=O)(=O)N1CCN(CC2CC3C=CC2C3)CC1 (configuration not stated)
→ 3%	1%	1%	1%	-8%	-3%	-2%	0	8%	1%	-23%
- COc1ccc2oc(=O)c(N3C(=O)c4ccccc4C3=O)cc2c1
→ -7%	2%	14%	2%	-12%	-1%	57%[activator]	-3	1%	?	29%
- O=C(NCCC(=O)N1CCN(c2ccccn2)CC1)c1ccc(Br)cc1
→ -2%	-3%	-1%	-6%	-8%	-7%	2%	2	4%	0%	-2%
- COc1ccc(OC)c(CNC(=O)C2CCCN(S(=O)(=O)N3CCC(C)CC3)C2)c1 (configuration not stated)
→ -10%	-4%	-2%	-2%	-28%	0%	3%	-5	3%	-5%	-11%
- O=C(COC(=O)c1ccc2c(c1)OCCO2)Nc1ccc(F)cc1F
→ 16%	2%	10%	0%	7%	-1%	-1%	-7	.	-17%	0%
- NC(=O)c1ccc(-c2nnc(Nc3ccc(S(N)(=O)=O)cc3)c3ccccc23)cc1
→ -3%	2%	-15%	?	0%	0%	13%	-4	-7%	-1%	-15%
- CC(=O)Nc1cc([N+](=O)[O-])ccc1N1CCOCC1
→ 3%	-1%	-3%	9%	0%	0%	0%	8	-7%	3%	7%
- O=c1[nH]c(CN2CCOCC2)nc2scc(-c3ccccc3)c12
→ -2%	-3%	1%	1%	7%	0%	-1%	-3	8%	9%	8%
- O=C(Nc1nnc(SCc2cccc(F)c2)s1)c1ccco1
→ -2%	2%	1%	?	.	-2%	1%	-3	-5%	3%	9%
- CCN(CCO)c1ncnc2c1sc1nc(CC(C)C)c3c(c12)CC(C)(C)OC3
→ 2%	21%	0%	0%	?	-3%	6%	-3	-6%	4%	17%
- COc1ccccc1CCC(=O)OCC(=O)Nc1ccc(C)c(S(=O)(=O)N2CCCCC2)c1
→ 2%	.	9%	-4%	15%	-1%	-1%	-3	-6%	-7%	9%
- Nc1nnc(/C=C/c2ccccc2)s1
→ 7%	-10%	0%	?	?	-10%	11%	1	8%	-23%	-5%
- CN(C)c1ccc(Nc2ncnc3ccc(Br)cc23)cc1
→ 5%	-4%	4%	?	8.2µM*	-3%	-8%	-1	-7%	5%	?
- CCOC(=O)c1c(C)[nH]c(C(=O)CSc2nc(C)cc(C)n2)c1C
→ 3%	4%[46.1 µM]	-9%	-9%	-16%	-9%	-2%	-1	-13%	-7%	20%
- Cc1noc(/C=C/N(C)C)c1S(=O)(=O)N1CCCC(C(=O)NCc2ccccc2Cl)C1 (configuration not stated)
→ 13%	1%	0%	21%	-2%	-7%	-1%	-5	3%	-5%	?
- Nn1c(SCc2ccccc2)nc2ccccc21
→ 8%	9%	-4%	0%	?	-5%	-2%	6	-22%	-15%	?
- CC(C)[C@H](NC(=O)C1CCN(S(=O)(=O)c2ccc(F)cc2)CC1)C(=O)N1CCCCCC1
→ -11%	0%	-7%	5%	3%	-2%	-3%	4	1%	4%	8%
- CC(C)OCCCNC(=O)c1ccc(C2SCC(=O)N2Cc2ccco2)cc1 (configuration not stated)
→ -8%[11.5 µM]	3%	-3%	1%	-7%	1%	0%	-6	-5%	-10%	-8%
- Cn1c(N2CCOCC2)c(C#N)c2ccccc21
→ -7%	1%	0%	-1%	-4%	-7%	3%	3	-20%	9%	-2%
- COc1ccc(CCNC(=O)CSc2n[nH]c(N)n2)cc1OC
→ -6%	-1%	1%	1%	2%	-1%	1%	4	-4%	-6%	-26%
- CC(C)C(C)NC(=O)COn1nnc2ccc(S(=O)(=O)N3CCOCC3)cc21 (configuration not stated)
→ 5%	.	-6%	?	21%	-1%	2%	-1	0%	-5%	4%
- COC(=O)COc1ccc(S(=O)(=O)Nc2ccc3c(c2)OCO3)cc1
→ .	4%	-1%	?	0%	3%	5%	-4	21%	3%	10%
- COc1ccc(/C=N/NC(=O)c2ccc(COc3ccccc3Cl)o2)cc1
→ -2%	-4%	-2%	?	?	0%	-1%	-9	-2%	11%	-13%
- CC(C)C(=O)NN(C(=O)c1ccccc1)c1ccccc1
→ -1%	-7%	1%	4%	-2%	-3%	-3%	-1	3%	-12%	-7%
- Cc1ccccc1Cn1nc(C)c(NC(=O)c2cc(CC(C)C)on2)c1C
→ 2%	-11%	1%	-2%	26µM*	-1%	-4%	-13	2%	-9%	-53%[inhibitor]

Screening results (PubChem BioAssay)
